sEH activator: activators of human soluble epoxide hydrolase; P34913; purified human sEH enzymatic activity, activator screen; activation, % at 2 µM; hit rate 0.04% among 91,000; in the data active means activation above about 37%; further: values of inactives mirror those of a sister screen read the other way
Target sequence (P34913 whole entry, looked up): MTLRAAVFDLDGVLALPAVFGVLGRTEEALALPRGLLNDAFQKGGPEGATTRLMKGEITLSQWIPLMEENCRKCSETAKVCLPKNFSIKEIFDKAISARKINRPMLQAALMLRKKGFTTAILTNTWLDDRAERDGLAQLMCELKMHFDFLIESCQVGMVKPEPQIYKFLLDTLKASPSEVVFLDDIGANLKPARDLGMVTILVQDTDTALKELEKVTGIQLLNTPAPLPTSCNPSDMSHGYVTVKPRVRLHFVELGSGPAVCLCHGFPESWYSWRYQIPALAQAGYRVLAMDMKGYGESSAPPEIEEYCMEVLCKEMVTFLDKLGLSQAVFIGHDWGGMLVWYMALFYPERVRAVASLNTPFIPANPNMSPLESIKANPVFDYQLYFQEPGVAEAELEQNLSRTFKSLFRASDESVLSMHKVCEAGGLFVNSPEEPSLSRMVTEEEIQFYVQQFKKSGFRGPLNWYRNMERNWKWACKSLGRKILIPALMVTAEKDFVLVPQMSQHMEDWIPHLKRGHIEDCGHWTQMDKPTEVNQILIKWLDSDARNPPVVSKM
CD11b adhes inh: blocks human CD11b/CD18 adhesion to fibrinogen; hit rate 0.54% among 93,000; K562 CD11b/CD18 adhesion to fibrinogen, ATPlite luminescence; Mn2+ added to activate the integrin; AID 1497; inhibition, % at 10 µM;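 active means primary inhibition of 50% or more at 10 µM, then 40% or more on retest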; further: some results filed as inactive read as strong as hits
PLAP act: human PLAP activation; hit rate 1.2% among 96,000; purified PLAP enzyme, luminescent substrate read-out; hits give high values; activation fold at 20 µM; P05187; in the data active means activation fold above about 2
sEH inh: soluble epoxide hydrolase (human) inhibition; recombinant human sEH enzymatic activity assay; inhibition, % at 2 µM; hit rate 0.34% among 91,000; in the data active means inhibition above about 80%; further: values of inactives mirror those of a sister screen read the other way; many of its hits are not listed in these tables
S1P2 ag: agonists of human S1P2 receptor | AID 729 | hit rate 0.46% among 97,000 | S1P2-expressing cell line, agonist reporter read-out | activation, % at 4.5 µM | O95136; in the data active means activation above about 16%;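 further: 0% = vehicle low control and 100% = maximal reference agonist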
Target sequence (O95136 whole entry, looked up): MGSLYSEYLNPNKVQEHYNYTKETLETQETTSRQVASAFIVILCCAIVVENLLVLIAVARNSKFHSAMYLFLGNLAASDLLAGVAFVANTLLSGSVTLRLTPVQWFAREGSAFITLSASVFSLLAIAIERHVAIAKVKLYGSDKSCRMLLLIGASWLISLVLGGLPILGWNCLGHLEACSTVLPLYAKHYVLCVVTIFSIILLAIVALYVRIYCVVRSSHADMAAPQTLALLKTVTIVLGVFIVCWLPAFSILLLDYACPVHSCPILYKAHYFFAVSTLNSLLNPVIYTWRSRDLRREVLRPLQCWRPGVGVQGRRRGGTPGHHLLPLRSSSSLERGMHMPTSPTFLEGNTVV
E coli WT exp: blocks growth of wild type E. coli BW25113. growth inhibition, % at 100 µM. OD600 absorbance. AID 710. hit rate 0.15% among 98,000;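 active means growth inhibition above about 50% at one test dose, limit read from the data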;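 further: growth measured after 20 h incubation at 37 °C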
S1P2 antag: S1P2 (human) receptor antagonism; O95136; cell-based S1P2 antagonist assay, inhibition at 5 uM; inhibition, % at 5 µM; hit rate 0.21% among 97,000; AID 736; in the data active means inhibition above about 45%;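 further: CRE beta-lactamase reporter cells expressing human S1P2 stimulated with S1P; 0% = agonist at EC80 alone and 100% = agonist plus reference antagonist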
PostGolgi ctrl: inhibits growth of the yeast control strain | inhibition, % at 10 µM | hit rate 5% among 98,000 | efflux-deficient yeast background strain, growth absorbance A615, 16 h | AID 738
PostGolgi yeast: growth inhibition of a yeast mutant, post-Golgi transport screen; post-Golgi transport phenotypic cell assay; inhibition, % at 10 µM; hit rate 0.9% among 98,000; AID 739;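 further: yeast cells grown in 1536-well plates; yeast grown about 18 h at 30C before absorbance read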
The depositor's hits bear a star; · = not tested or not shown. Unless noted, no stated cut-off is given here; in the data, active means inhibition above about 30%; inactive means the rest.

SMILES	sEH activator	CD11b adhes inh	PLAP act	sEH inh	S1P2 ag	E coli WT exp	S1P2 antag	PostGolgi ctrl	PostGolgi yeast
Cc1cc(C)c2c(C)nn(C3CCCCC3)c2n1	-2	-27	1.2	2	-6	-3	1	4	7
N#Cc1c(N)sc(=S)c2c1CCN(Cc1ccccc1)C2	·	-11	0.9	·	·	-8	·	10	-1
CC12CCC(C(=O)Nc3ccccc3Br)(C/C1=N\O)C2(C)C (stereo not drawn)	0	·	1	1	-7	0	-4	10	-3
COCC(C)NC(=O)c1ccc(N(C)C)cc1 (stereo not drawn)	·	-1	1.1	·	·	-8	·	3	1
CNC(=O)C1CC(=O)N(Cc2ccc(OC)c(OC)c2)C(=Nc2ccc(OC)cc2)S1 (stereo not drawn)	3	·	1.2	0	-5	16	-18	2	13
O=C(CSc1nnnn1-c1ccccc1)NCc1ccco1	2	·	·	1	1	·	-4	·	·
Cc1cccc(-n2c(N)cc(=O)nc2SCC(=O)Nc2ccccc2)c1	-4	-5	1.4	3	-3	6	-3	6	-8
O=S(=O)(NCc1cc(-c2ccccc2)no1)c1ccc(Cl)cc1	-6	·	0.8	8	-4	-5	0	10	-1
CCCc1n[nH]c2c1/C(=N/O)CC(c1ccccc1)C2 (stereo not drawn)	1	-17	0.9	2	-2	-3	-18	25	-2
CCOC(=O)COc1ccc(S(=O)(=O)N2CCN(C(=O)OCC)CC2)cc1	9	6	1.5	-6	-2	-8	-9	21	-1
CC1CCCCN1S(=O)(=O)c1ccc(NC(=O)c2cccc(-n3cnnn3)c2)cc1 (stereo not drawn)	·	12	1.1	·	·	-2	·	6	7
O=c1c2[nH]c3ccccc3c2ncn1CCN1CCCCC1	-6	2	1	6	-4	2	10	8	-3
Cc1cccc(C(=O)N2CCN(c3ccc([N+](=O)[O-])c(NCc4ccco4)c3)CC2)c1	-2	1	0.9	1	-3	-13	-2	39*	-1
OC(CNCCCN1CCCCC1)COc1ccccc1 (stereo not drawn)	8	-13	0.9	-10	1	3	4	3	6
CCC(C)(C(=O)NC1CCCCC1)N(C(=O)C1CCC(=O)N1)c1ccc(C)cc1 (stereo not drawn)	·	-11	1.6	·	·	3	·	3	21
O=C(CN1C(=O)c2ccccc2C1=O)NCc1ccncc1	·	-11	0.9	·	·	-5	·	2	5
Cc1ccc(S(=O)(=O)N2CCSC2c2ccco2)cc1 (stereo not drawn)	·	-7	0.7	·	-2	-1	9	-4	-5
COCCCNC(=O)C1CC(=O)OC1c1ccc(OC)c(OC)c1 (stereo not drawn)	-6	-3	1	4	0	2	-3	5	-9
CCOC(=O)c1nc(C)n(-c2cc(Cl)cc(Cl)c2)n1	6	-9	0.9	-3	-8	-3	24	7	9
CC(=O)Nc1ccc(S(=O)(=O)NCc2ccc(C)cc2)cc1	15	6	1	-14	-2	8	-2	-8	16
CC12CC(NC(=O)N1c1ccc(C(=O)N3CCN(c4ccccn4)CC3)cc1)c1ccccc1O2 (stereo not drawn)	-2	-7	1.1	4	-1	-11	-11	7	6
O=C(CNC(=O)c1ccc([N+](=O)[O-])cc1)c1ccccc1	-16	·	0.9	18	-9	-2	5	-2	0
O=c1c2c3c(sc2ncn1-n1cccc1)CCCCC3	-4	·	·	4	0	·	-26	·	·
CCN(C(=O)CSc1nnc(Cn2nnc3ccccc32)o1)c1nc(-c2ccccc2)cs1	10	27	1	-12	-1	-15	21	35*	0
CC(Sc1nnc(N)s1)C(=O)Nc1ccc(N2CCOCC2)cc1 (stereo not drawn)	8	-7	1.3	-8	-4	-4	3	17	7
(continued)
SMILES	sEH activator	CD11b adhes inh	PLAP act	sEH inh	S1P2 ag	E coli WT exp	S1P2 antag	PostGolgi ctrl	PostGolgi yeast
CCC(Sc1nc(N)c(NC(=O)c2ccc(OC)c(OC)c2)c(=O)[nH]1)C(=O)OC (stereo not drawn)	16	-13	1.1	-16	-9	3	-15	-5	13
Cn1cccc1C(=O)NC(=O)COC(=O)CNS(=O)(=O)c1ccc(Br)cc1	-6	4	1.1	5	-2	-10	0	7	8
Cc1cccc(Oc2cc(NC(=O)c3ccccc3)cc([N+](=O)[O-])c2)c1	-9	9	1.2	11	-8	-13	13	21	4
COC(=O)c1cc(OC)c(OC)cc1NC(=O)CN1CCCCC1	4	2	1	-4	1	3	-30	16	0
CCNC(=O)C(C)Sc1ccc(Cl)cc1 (stereo not drawn)	3	-8	1.1	0	-4	0	-2	5	5
Cc1nn(C)c(C)c1NC(=O)CCCSc1nc(-c2ccco2)cc(C(F)(F)F)n1	-8	·	·	12	-6	·	4	·	·
CCN(CC)C(=O)c1sc(NC(=O)c2ccc(Br)o2)c(C(=O)OC)c1C	-11	-30	0.8	12	-4	2	-12	3	-5
C=CCn1c(SCc2cccc3ccccc23)nnc1-c1cccnc1	3	14	1	-2	-5	8	2	2	4
CN1C(=O)N(C)C2(c3ccccc3)Nn3c(s/c(=C/c4ccccc4)c3=O)=NC12c1ccccc1 (stereo not drawn)	21	-12	0.9	-24	-1	-7	-13	8	7
CCOC(=O)Oc1ccc2oc(C)c(C(=O)OCCOC)c2c1	-7	·	1.2	8	-2	3	26	4	2
Cc1ccccc1OCC(O)Cn1c(NCCN(C)C)nc2c1c(=O)n(C)c(=O)n2C (stereo not drawn)	-6	-12	1.4	5	-3	6	14	-11	-5
Cn1nc(C(F)(F)F)c(C(=O)Nc2cccc(Cl)c2)c1Cl	·	·	0.8	·	-7	-3	17	5	13
CCOC(=S)N/C(=N\S(=O)(=O)c1ccccc1)c1ccccc1	0	·	·	3	-4	4	1	-7	-1
CCN(CC)C(=O)c1ccccc1NS(=O)(=O)c1ccc(C)cc1	16	-8	1.6	-19	0	-5	-16	5	-3
O=C(Cn1c(C(F)(F)F)nc2ccccc21)c1ccc(Cl)cc1	0	1	0.9	-1	-9	-18	9	-2	-2
COc1ccc(C2=NCC(CSc3nccc(=O)[nH]3)S2)cc1 (stereo not drawn)	0	·	0.9	3	-5	-1	-12	18	-3
COC(=O)CSc1nnc(C2COc3ccccc3O2)n1-c1ccccc1 (stereo not drawn)	6	2	1	-6	2	6	-19	5	5
CC[n+]1c(C)sc2c(C)cc(C)cc21	4	-4	1	0	-3	-1	-15	21	-16
CCCCOc1ccc(-c2ncc(C(=O)OCC)c(N)n2)cc1	9	14	0.8	-12	-3	-10	-6	6	-1
COC(=O)c1ccc(CSc2nnc(NCc3ccccc3)s2)o1	-2	1	0.8	6	-8	4	18	13	6
O=C(Nc1ccc2c(c1)OCO2)c1ccc2nc[nH]c2c1	-7	2	2*	7	-6	-5	-13	8	4
COc1ccc(Cn2nc(C)cc2C)cc1OC	-2	-10	1	3	-8	2	-12	1	-13
CN1CC[n+]2c(CN3C(=O)c4ccccc4C3=O)csc21	-4	-6	1.1	2	-4	1	-15	1	-2
CCOc1cc(/C=N/NC(=O)CN2CCCCC2)ccc1OCc1ccccc1	-1	·	1.5	4	-8	-1	4	0	-2
CC(C)n1c(=N)c(C(=O)NCCc2ccccc2)cc2c(=O)n3ccccc3nc21	-2	·	1.2	4	94*	3	-68	-1	-4

Pulled by structure from above (7):
SMILES	sEH activator	CD11b adhes inh	PLAP act	sEH inh	S1P2 ag	E coli WT exp	S1P2 antag	PostGolgi ctrl	PostGolgi yeast
COc1ccc(Cn2nc(C)cc2C)cc1OC	-2	-10	1	3	-8	2	-12	1	-13
CC(C)n1c(=N)c(C(=O)NCCc2ccccc2)cc2c(=O)n3ccccc3nc21	-2	·	1.2	4	94*	3	-68	-1	-4
Cn1nc(C(F)(F)F)c(C(=O)Nc2cccc(Cl)c2)c1Cl	·	·	0.8	·	-7	-3	17	5	13
CCOc1cc(/C=N/NC(=O)CN2CCCCC2)ccc1OCc1ccccc1	-1	·	1.5	4	-8	-1	4	0	-2
COC(=O)c1cc(OC)c(OC)cc1NC(=O)CN1CCCCC1	4	2	1	-4	1	3	-30	16	0
CCN(CC)C(=O)c1ccccc1NS(=O)(=O)c1ccc(C)cc1	16	-8	1.6	-19	0	-5	-16	5	-3
O=C(Cn1c(C(F)(F)F)nc2ccccc21)c1ccc(Cl)cc1	0	1	0.9	-1	-9	-18	9	-2	-2

Other compounds:
SMILES	sEH activator	CD11b adhes inh	PLAP act	sEH inh	S1P2 ag	E coli WT exp	S1P2 antag	PostGolgi ctrl	PostGolgi yeast
COC(=O)C1CCN(C(=O)Cc2ccc(OC)c(OC)c2)CC1	-6	·	·	7	-8	9	13	-1	0
O=C(COc1ccccc1)N1CCN=C1SCc1cccnc1	2	-3	0.9	1	-8	-10	-5	-13	7
CCCN1CCC(N2CCN(c3cccc(C(F)(F)F)c3)CC2)CC1	6	9	1.4	-4	-6	-5	0	-16	13
O=C(NC1CCCc2ccccc21)C1CCCN(S(=O)(=O)c2cnc[nH]2)C1 (stereo not drawn)	·	5	1.7	·	0	5	20	-1	-2
CCN(CC)S(=O)(=O)c1ccc(C(=O)NCc2n[nH]c(=S)n2-c2ccccc2OC)cc1	-14	-16	1.6	15	-7	-5	10	9	-4
Cc1ccc(CN(C(=O)Cn2nnc3ccccc32)C(C(=O)NCc2ccco2)c2ccc(C)o2)cc1 (stereo not drawn)	5	·	·	1	-4	·	13	·	·
CCOC(=O)C1CCN(C(=O)c2cc3cc4cc(OC)ccc4nc3o2)CC1	-5	-4	1.2	3	-5	10	6	0	9
O=C(CC(c1ccccc1)c1ccccc1O)NCCN1CCOCC1 (stereo not drawn)	·	-4	1.1	·	·	0	·	9	-4
CCOC(=O)c1c(C)[nH]c(C(=O)COC(=O)C23CC4CC(CC(Cl)(C4)C2)C3)c1C	-14	2	0.9	13	-4	-1	-11	8	14
CCOC(=O)c1c(NC(=O)COC(=O)Cn2cnc3ccccc32)sc(C)c1C	-4	-2	1	5	-4	-4	4	6	-5
CC(NC(=O)CSc1nc2ccccc2c(=O)[nH]1)c1ccccc1 (stereo not drawn)	-10	·	·	8	-6	-8	20	3	-1
CCCOc1ccc(C2C(=O)N(C3CCCCC3)CC(=O)N2CCCOCC)cc1OC (stereo not drawn)	-1	4	1.4	-1	-4	-3	0	-3	-4
COc1cc(C(=O)N2CCN(c3ncnc4sc(C)c(C)c34)CC2)cc(OC)c1OC	-4	60*	1.3	6	-3	0	3	6	1
CN1C(=O)CC(N2CCN(Cc3ccc(Cl)cc3)CC2)C1=O (stereo not drawn)	21	1	1.1	-20	-2	2	-11	9	-4
CNc1c(N)n(Cc2ccccc2)c(=O)[nH]c1=O	0	21	1.2	-1	-6	-7	-8	5	-15
O=C(c1ccccc1)c1c[nH]c2cc3c(cc2c1=O)OCCO3	4	·	·	-3	-1	·	10	·	·
Cc1ccc(Cn2ccc(NC(=O)c3c(-c4ccccc4Cl)noc3C)n2)cc1	-6	2	1	5	-7	-10	6	10	0

Entries of single compounds as entered above. Values in the order: sEH activator | CD11b adhes inh | PLAP act | sEH inh | S1P2 ag | E coli WT exp | S1P2 antag | PostGolgi ctrl | PostGolgi yeast
Profile of O=C(COc1ccccc1)N1CCN=C1SCc1cccnc1 = 2 | -3 | 0.9 | 1 | -8 | -10 | -5 | -13 | 7
Profile of O=C(NC1CCCc2ccccc21)C1CCCN(S(=O)(=O)c2cnc[nH]2)C1 (stereo not drawn) = · | 5 | 1.7 | · | 0 | 5 | 20 | -1 | -2
Profile of COc1cc(C(=O)N2CCN(c3ncnc4sc(C)c(C)c34)CC2)cc(OC)c1OC = -4 | 60* | 1.3 | 6 | -3 | 0 | 3 | 6 | 1
Profile of CCOC(=O)c1c(NC(=O)COC(=O)Cn2cnc3ccccc32)sc(C)c1C = -4 | -2 | 1 | 5 | -4 | -4 | 4 | 6 | -5
Profile of CCOC(=O)c1c(C)[nH]c(C(=O)COC(=O)C23CC4CC(CC(Cl)(C4)C2)C3)c1C = -14 | 2 | 0.9 | 13 | -4 | -1 | -11 | 8 | 14
